Growth percent in the NCI-60 one-dose screen (48 h, 10 µM unless noted): 100 = growth as untreated, 0 = no growth, -100 = all killed.
SF-295 = SF-295 CNS cancer cells; 79,000 tested, 5.6% active
DU-145 = DU-145 prostate cancer | AID 1794760 | 81,000 tested, 4.2% active
U251 = U251 CNS tumor cells; 80,000 tested, 5.4% active
TK-10 = TK-10 renal cancer cells; AID 1794769; 81,000 tested, 3.9% active
SF-539 = SF-539 CNS cancer. 81,000 tested, 6.8% active
UO-31 = UO-31 renal cancer. 81,000 tested, 5.2% active
786-0 = 786-0 renal cancer cells; 81,000 tested, 5.1% active; AID 1794775
PC-3 = PC-3 prostate cancer cells | 80,000 tested, 3.9% active
SN12C = SN12C renal cancer cells; 81,000 tested, 3.8% active
An asterisk follows results filed as active; & = joins results of further samples. The calls were made as follows: active = growth percent below 10; inactive = the rest.

Oc1ccc2ccccc2c1C1NN=C(c2ccccc2)S1 (stereo not drawn) was read as SF-295 -8.7*, DU-145 21, U251 19, TK-10 49, SF-539 12, UO-31 -12*, 786-0 6.8*, PC-3 28 and SN12C 17.
`COc1ccc(C2CC(c3ccc(C)cc3C)=NN2c2ccc(S(=O)(=O)NC(=S)NCc3ccccc3)cc2)cc1` (stereo not drawn) gave DU-145 99, U251 55, TK-10 101, SF-539 89, UO-31 71, 786-0 82, PC-3 51 and SN12C 81.
For CCOC(=O)OC(C#N)c1cccc(OC)c1OC (stereo not drawn) the results were SF-295 111, DU-145 100, U251 98, TK-10 102, SF-539 102, UO-31 84, 786-0 109, PC-3 101 and SN12C 103.
O=C(CCN1C(=O)/C(=C/c2ccc(F)cc2)SC1=S)N1CCOCC1 was read as SF-295 104, DU-145 36, U251 89, TK-10 86, SF-539 69, UO-31 51, 786-0 67, PC-3 106 and SN12C 53.
Screening N#C/C(=C\c1ccccn1)c1nc2cc(Br)ccc2s1 returned SF-295 99, DU-145 111, U251 100, TK-10 142, SF-539 89, UO-31 55, PC-3 88 and SN12C 87.
`Cn1ncc2c(=O)[nH]c(N)nc21` gave SF-295 106, DU-145 120, U251 102, TK-10 102, SF-539 111, UO-31 82, 786-0 106, PC-3 99 and SN12C 105.
`N#C/C(C(=O)Nc1ccccc1)=c1\s/c(=C\Nc2ccccc2F)c(=O)n1-c1ccccc1` gave SF-295 100, DU-145 92, U251 103, TK-10 97, SF-539 98, UO-31 95, 786-0 100, PC-3 88 and SN12C 103.
`CC(C)CC(NC(=O)C(O)C(N)Cc1ccccc1)C(=O)O` (stereo not drawn) gave SF-295 94, DU-145 113, U251 82, TK-10 105, SF-539 100, UO-31 89, 786-0 96, PC-3 81 and SN12C 111.
For CC(=O)Nc1ccc(C(=O)CN2CCOCC2)cc1 the results were SF-295 102, DU-145 103, U251 100, TK-10 104, SF-539 108, UO-31 97, 786-0 102, PC-3 100 and SN12C 105.
Screening O=[N+]([O-])c1ccc(NC(=S)NCCNC(=S)Nc2ccc([N+](=O)[O-])cc2)cc1 returned SF-295 66, DU-145 96, U251 85, TK-10 122, SF-539 87, UO-31 65, 786-0 102, PC-3 74 and SN12C 90.
CC(C)C1=C[C@@]23CC[C@@H]4[C@](C)(CCC[C@@]4(C)C(=O)N4CCCNCC4)[C@H]2C[C@@H]1[C@H]1C(=O)CCC(=O)[C@H]13 was read as SF-295 94, DU-145 114, TK-10 104, SF-539 94, UO-31 79, 786-0 104, PC-3 93 and SN12C 102.
For O=C1Nc2ccccc2C12OCCS2 (stereo not drawn) the results were SF-295 102, DU-145 117, TK-10 117, SF-539 96, UO-31 63, 786-0 108, PC-3 95 and SN12C 97.
For CN(CCN(C)Cc1occc(=O)c1O)Cc1occc(=O)c1O the results were SF-295 102, DU-145 108, U251 108, TK-10 97, SF-539 106, UO-31 91, 786-0 106, PC-3 98 and SN12C 105.
COc1ccc(C2NC(=O)NC=C2C(=O)c2cc3ccccc3oc2=O)cc1 (stereo not drawn) was read as SF-295 104, DU-145 108, U251 101, TK-10 188, SF-539 96, UO-31 65, 786-0 105, PC-3 91 and SN12C 100.
For Clc1ccccc1[C@@H]1C[C@@H]2Cc3cc(Br)c4ccccc4c3N1O2 the results were SF-295 25, DU-145 61, U251 34, TK-10 64, SF-539 6.7*, UO-31 40, 786-0 56 and SN12C 44.
Screening CCOC(=O)c1c(C)nc2c(c1N)/C(=C/c1ccc(OC)c(O)c1)C(=O)N2c1ccc(OC)cc1 returned SF-295 106, DU-145 83, U251 85, TK-10 101, SF-539 99, UO-31 67, 786-0 84, PC-3 70 and SN12C 76.
For COc1ccc2c(c1)CC[C@@H]1[C@@H]2CC[C@]2(C)C(=O)CC[C@@H]12 the results were SF-295 95, DU-145 112, U251 103, TK-10 111, SF-539 92, UO-31 92, 786-0 101, PC-3 88 and SN12C 105.
`Cc1c(-n2cc(-c3ccccc3)c3c2ncn2nc(-c4ccc(Cl)cc4)nc32)c(=O)n(-c2ccccc2)n1C` gave SF-295 78, DU-145 97, U251 92, TK-10 136, SF-539 83, UO-31 74, 786-0 111, PC-3 92 and SN12C 97.
Screening CCOC(=O)C1=C(c2ccccc2)N=c2s/c(=C/c3ccc(Br)cc3)c(=O)n2C1c1ccc(OC)cc1 (stereo not drawn) returned SF-295 104, DU-145 102, U251 88, TK-10 103, SF-539 95, UO-31 74, 786-0 93, PC-3 88 and SN12C 89.
Screening CCOC(=O)CO/N=C(C)/C=C/c1ccc(Br)cc1 returned SF-295 93, DU-145 108, U251 85, TK-10 102, SF-539 100, UO-31 69, 786-0 89, PC-3 94 and SN12C 89.
CCOC(OCC)c1ccc(-n2c(N)c(C#N)cnc2=S)c2c1OC2=NC=C(C#N)C#N was read as SF-295 110, DU-145 119, U251 102, TK-10 112, SF-539 101, UO-31 65, 786-0 107, PC-3 88 and SN12C 109.
For c1ccc(-c2cc(-c3ccccc3)c(-c3ccccc3)o2)cc1 the results were SF-295 97, DU-145 105, U251 107, TK-10 104, SF-539 127, UO-31 103, 786-0 100, PC-3 112 and SN12C 105.
`Cc1ccc(-c2nc(C#N)c(S(=O)(=O)N(C)CCO)o2)cc1` gave SF-295 104, DU-145 90, U251 84, TK-10 116, SF-539 43, UO-31 78, 786-0 80, PC-3 100 and SN12C 51.
Screening CCCCCCN1C(=O)C2(NCc3c(nc4c(c(C)nn4-c4ccccc4)c3-c3ccc(C)cc3)N2)c2ccccc21 (stereo not drawn) returned SF-295 89, DU-145 75, U251 86, TK-10 101, SF-539 101, UO-31 100, 786-0 99, PC-3 71 and SN12C 81.
Cc1cnc(C2OCCO2)c2cccc(N)c12 was read as SF-295 99, DU-145 109, U251 101, TK-10 103, SF-539 99, UO-31 86, 786-0 97, PC-3 93 and SN12C 99.
c1ccc(-c2nnc3oc(-c4cccs4)nn23)cc1 was read as SF-295 83&108, DU-145 106&107, U251 100&107, TK-10 122&106, SF-539 110&113, UO-31 107&115, 786-0 103&113, PC-3 107&102 and SN12C 94&104.
`Cc1ccccc1-n1c(SCC(=O)NC(=O)Nc2cccc(Cl)c2)nc2c(Br)cc(Br)cc2c1=O` gave SF-295 71, DU-145 91, U251 84, TK-10 87, SF-539 74, 786-0 84, PC-3 65 and SN12C 85.
`COc1ccc(/C=C(/C(=O)N2CCN(c3ccccc3)CC2)c2cc(OC)c(OC)c(OC)c2)cc1N` gave SF-295 7.2*, DU-145 15, U251 14, TK-10 64, SF-539 -17*, UO-31 52, 786-0 26, PC-3 27 and SN12C 40.
Screening COc1ccc(-c2c(C#N)c(O)[nH]c(=O)c2C#N)cc1 returned SF-295 91, DU-145 108, U251 98, TK-10 102, SF-539 106, UO-31 86, 786-0 106, PC-3 88 and SN12C 88.
COc1cc2c(=O)ccn(-c3ccc(N(C)C)cc3)c2cc1OC was read as SF-295 99, DU-145 106, U251 97, TK-10 97, SF-539 92, UO-31 80, 786-0 96, PC-3 98 and SN12C 93.

Fetched by structure from above, three records:
`Cc1ccccc1-n1c(SCC(=O)NC(=O)Nc2cccc(Cl)c2)nc2c(Br)cc(Br)cc2c1=O` gave SF-295 71, DU-145 91, U251 84, TK-10 87, SF-539 74, 786-0 84, PC-3 65 and SN12C 85.
Screening COc1ccc(-c2c(C#N)c(O)[nH]c(=O)c2C#N)cc1 returned SF-295 91, DU-145 108, U251 98, TK-10 102, SF-539 106, UO-31 86, 786-0 106, PC-3 88 and SN12C 88.
For COc1ccc2c(c1)CC[C@@H]1[C@@H]2CC[C@]2(C)C(=O)CC[C@@H]12 the results were SF-295 95, DU-145 112, U251 103, TK-10 111, SF-539 92, UO-31 92, 786-0 101, PC-3 88 and SN12C 105.

Back to the main list with the two entries that preceded the break.
Screening COc1ccc(-c2c(C#N)c(O)[nH]c(=O)c2C#N)cc1 returned SF-295 91, DU-145 108, U251 98, TK-10 102, SF-539 106, UO-31 86, 786-0 106, PC-3 88 and SN12C 88.
COc1cc2c(=O)ccn(-c3ccc(N(C)C)cc3)c2cc1OC was read as SF-295 99, DU-145 106, U251 97, TK-10 97, SF-539 92, UO-31 80, 786-0 96, PC-3 98 and SN12C 93.
`COc1ccc2c(c1)/C(=C(/C#N)C(=O)Nc1ccc(S(N)(=O)=O)cc1)C(=O)N2` gave SF-295 102, DU-145 112, U251 95, TK-10 103, SF-539 92, UO-31 76, 786-0 101, PC-3 101 and SN12C 98.
`Clc1ccc(/C=N\N2CCCCCC2)cc1Cl` gave SF-295 105, DU-145 104, U251 103, TK-10 109, SF-539 103, 786-0 100 and SN12C 88.
`CCCc1cccc(CCC)c1O` gave SF-295 91, DU-145 120, U251 86, TK-10 116, SF-539 118, UO-31 98, 786-0 110, PC-3 100 and SN12C 107.
Screening COc1ccc(-c2cc(-c3cc(-c4ccc(OC)cc4)nc(N)n3)nc(N)n2)cc1 returned SF-295 96, DU-145 102, U251 101, TK-10 102, SF-539 98, 786-0 103, PC-3 96 and SN12C 94.
CS(=O)(=O)Oc1ccc2c3c(c(=O)oc2c1)CCCCC3 was read as SF-295 92, DU-145 100, U251 93, TK-10 126, SF-539 51, UO-31 98, 786-0 102, PC-3 82 and SN12C 91.
`CCCCN1C(=O)/C(=c2\sc3n(c2=O)NC2C(N=3)N(CC)C(=O)N2CC)c2cccc(C)c21` (stereo not drawn) gave SF-295 101, DU-145 104, U251 98, TK-10 119, SF-539 93, UO-31 68, 786-0 96, PC-3 73 and SN12C 95.
Screening CCC(=O)OC1=CN2C(=NC(c3ccc(N)cc3)=CC2c2ccc(OC)cc2)S1 (stereo not drawn) returned DU-145 104, U251 97, TK-10 98, SF-539 102, UO-31 78, 786-0 104, PC-3 85 and SN12C 104.
COc1nc(OC)nc(-c2cnc3cc(O)c(OC)cc3c2)n1 was read as SF-295 100, DU-145 101, U251 87, TK-10 76, SF-539 100, UO-31 75, 786-0 99, PC-3 79 and SN12C 97.
Screening Cc1cccc2c3c(sc12)C(c1ccc(F)cc1)c1c(nc(CC(=O)Nc2ccccc2)[nH]c1=O)O3 (stereo not drawn) returned SF-295 101, DU-145 107, U251 101, TK-10 151, SF-539 91, UO-31 81, 786-0 106, PC-3 82 and SN12C 96.
`CCCCCCCCCCCCCCCCOC(=O)C(CCSC)NCNc1ccc(S(=O)(=O)c2ccc(NCNC(CCSC)C(=O)OCCCCCCCCCCCCCCCC)cc2)cc1` (stereo not drawn) gave SF-295 99, DU-145 106, U251 95, TK-10 88, SF-539 107, UO-31 73, 786-0 104, PC-3 79 and SN12C 94.
Screening CC(C)(C)OC(=O)CN1CCc2c(sc3ncnc(N4CCN(S(C)(=O)=O)CC4)c23)C1 returned SF-295 99, DU-145 117, U251 110, TK-10 105, SF-539 106, UO-31 90, 786-0 107, PC-3 106 and SN12C 100.
CCCC/C(=N/NC(N)=O)C(OC)OC was read as SF-295 117, DU-145 101, U251 82, TK-10 82, SF-539 95, UO-31 97, 786-0 94, PC-3 94 and SN12C 103.
Cc1cc(C)cc(NC(=O)CSc2nnc(-c3ccc(NC(=O)c4cccnc4)cc3)n2N)c1 was read as SF-295 102, DU-145 108, U251 98, TK-10 101, SF-539 98, UO-31 88, 786-0 105, PC-3 97 and SN12C 97.
O=C1NCCc2c1[nH]c1ccccc21 was read as SF-295 109, DU-145 105, U251 109, TK-10 137, SF-539 105, UO-31 103, 786-0 103 and SN12C 108.
For Cc1ccc2c(C)nc(Nc3nc(C)cc(-c4ccccc4)n3)nc2c1 the results were DU-145 99, U251 59, TK-10 115, SF-539 87, UO-31 99, 786-0 92, PC-3 87 and SN12C 91.
For C[N+](C)(C)CCOC(=O)c1ccccc1OCc1ccccc1 the results were SF-295 95, DU-145 108, U251 100, TK-10 100, SF-539 100, UO-31 85, 786-0 98, PC-3 101 and SN12C 100.
`C/C(=N\N)c1nnn(-c2ccc(Cl)cc2)c1C` gave SF-295 97, DU-145 109, U251 99, TK-10 101, SF-539 103, UO-31 87, 786-0 109, PC-3 102 and SN12C 99.
